Source: PubChem (Sanford-Burnham Center for Chemical Genomics)
mIAP block = mouse IAP inhibition; inhibition, % at 10 µM; actives 0.2% (n = 330,000); purified mouse IAP, CDP-Star luminescence, 30 min;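 active = inhibition of at least 40% at 10 µM in the primary screen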;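 note: plate controls were DMSO with enzyme for no effect and no enzyme wells for full effect; values of inactives mirror those of a sister screen read the other way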
beta cell repl = MIN6 beta-cell proliferation induction | MIN6 cells proliferation, ATPlite luminescence, 48 h; cells starved in 0.2% serum; 100% = growth in 10% serum | proliferation, % at 10 µM | actives 0.29% (n = 330,000);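 active = compounds whose signal lies at least 3.5 SD above the mean of all wells on their plate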;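 note: 0% = DMSO-treated cells in low-serum medium and 100% = 10% serum control; some compounds called inactive have numbers as strong as hits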
mIAP activ = increases mouse intestinal alkaline phosphatase activity | muIAP, CDP-Star luminescence, 30 min; hits give high values; 1 = vehicle-only enzyme signal, 0 = enzyme-free wells | activation factor at 10 µM | actives 0.24% (n = 330,000) | AID 2805;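 active = activation factor of at least 2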; note: the source names both 10 and 20 µM as test concentration; values of inactives mirror those of a sister screen read the other way
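Assay system: mouse IAP enzyme; reagent: chemiluminescent substrate CDP-Star; dosing: test compounds delivered from DMSO solution; schedule: 30 min at room temperature; measured by: luminescence from enzymatic CDP-Star hydrolysis; controls: DMSO-only wells and no-enzyme negative control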
NR3A LBD binder = modulators (binders) of human NR3A ligand-binding domain; Tm shift relative to glycine control, % at 25 µM; actives 2.5% (n = 340,000); AID 1259313; NR3A LBD differential scanning fluorimetry, Tm shift; 0% = protein alone, 100% = glycine-bound protein;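 active = melting temperature shift of at least 10% of the positive control shift, at one fixed dose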
MPTP inh = inhibitors of mitochondrial permeability transition pore | isolated mouse mitochondria, Ca2+ swelling absorbance, 30 min | inhibition, % at 10 µM | actives 1.4% (n = 360,000);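 active = inhibition of 50% or more, scaled per plate between neutral and stimulator controls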;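 note: 0% = DMSO wells given calcium and 100% = 1 mM EGTA wells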
A3A deaminase = blocks human APOBEC3A ssDNA deamination; inhibition, % at 20 µM; AID 493011; recombinant A3A, FAM/TAMRA ssDNA deamination fluorescence; actives 0.41% (n = 330,000);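 active = at least 40% inhibition at 20 µM here, with at most 30% in a related deaminase screen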;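 note: plate controls were A3A with DMSO for no effect and wells lacking A3A enzyme for full effect; some results filed as inactive read as strong as hits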
hIAP inh = human IAP inhibition; purified IAP, CDP-Star luminescence, 30 min; inhibition, % at 10 µM; actives 0.12% (n = 330,000);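 active = inhibition reaching a set limit with compound at 10 µM in the primary screen, cut at about 35% in these data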;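 note: plate controls were DMSO wells with enzyme for no effect and no-enzyme buffer wells for full effect; values of inactives mirror those of a sister screen read the other way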
Target sequence (P09923 whole entry, looked up): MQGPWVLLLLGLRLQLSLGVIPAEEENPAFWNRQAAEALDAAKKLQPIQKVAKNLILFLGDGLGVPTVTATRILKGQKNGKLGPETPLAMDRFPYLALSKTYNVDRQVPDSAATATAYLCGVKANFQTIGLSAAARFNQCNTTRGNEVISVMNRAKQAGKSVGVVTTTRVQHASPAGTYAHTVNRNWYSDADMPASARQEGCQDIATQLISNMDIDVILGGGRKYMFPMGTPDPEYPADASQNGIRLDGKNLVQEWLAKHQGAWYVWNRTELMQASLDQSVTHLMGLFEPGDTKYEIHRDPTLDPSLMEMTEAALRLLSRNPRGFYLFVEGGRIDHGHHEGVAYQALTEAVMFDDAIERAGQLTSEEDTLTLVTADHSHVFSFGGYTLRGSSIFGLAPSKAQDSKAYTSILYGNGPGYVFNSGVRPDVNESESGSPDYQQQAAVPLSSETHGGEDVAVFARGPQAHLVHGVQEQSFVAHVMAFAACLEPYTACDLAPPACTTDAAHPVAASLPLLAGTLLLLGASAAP
APOBEC3G inh = inhibitors of human APOBEC3G DNA deaminase. Q9HC16. recombinant A3G, ssDNA deamination FAM/TAMRA fluorescence. inhibition, % at 20 µM. actives 0.28% (n = 330,000). AID 493012;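 active = inhibition of at least 40% at 20 µM, with no more than 30% in the related APOBEC3A deaminase screen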;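 note: plate controls were DMSO wells with A3G for no effect and wells lacking A3G enzyme for full effect; some compounds called inactive have numbers as strong as hits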
Target sequence (Q9HC16 whole entry, looked up): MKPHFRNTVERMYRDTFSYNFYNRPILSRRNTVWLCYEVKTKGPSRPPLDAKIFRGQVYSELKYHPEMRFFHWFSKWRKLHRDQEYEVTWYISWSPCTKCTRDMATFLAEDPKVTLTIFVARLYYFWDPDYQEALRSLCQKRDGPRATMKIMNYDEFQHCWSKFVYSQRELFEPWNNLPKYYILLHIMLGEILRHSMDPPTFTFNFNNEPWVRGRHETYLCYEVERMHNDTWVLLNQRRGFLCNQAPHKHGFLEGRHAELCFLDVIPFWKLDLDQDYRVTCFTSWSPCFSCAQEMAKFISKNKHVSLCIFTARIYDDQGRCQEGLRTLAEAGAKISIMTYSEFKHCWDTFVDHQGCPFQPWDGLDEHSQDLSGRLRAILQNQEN
hIAP activ = human IAP activation | P09923 | actives 0.16% (n = 330,000) | activation factor at 10 µM | purified human IAP, CDP-Star luminescence, 30 min; hits give high values; 1 = vehicle-only enzyme, 0 = enzyme-free background;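 active = activation factor of the enzyme at least 2-fold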; note: the source names both 10 and 20 µM as test concentration; values of inactives mirror those of a sister screen read the other way
An asterisk follows results filed as active; x = not tested or not shown.

SMILES	mIAP block	beta cell repl	mIAP activ	NR3A LBD binder	MPTP inh	A3A deaminase	hIAP inh	APOBEC3G inh	hIAP activ
CCO[C@@H]1OC(C(=O)NCc2nc3ccccc3[nH]2)=C[C@H](c2cn(C(C)=O)c3ccccc23)[C@H]1CCCO	-7	-4	1.1	-7	-0.2	-5	1	-12	0.99
C/C(=N\NC(=O)CSc1nnc(C)s1)c1ccc(Cl)cc1	0	0	1	-1	0.3	5	1	-3	0.99
Cc1ccc(SCC(=O)OCC(=O)N(CC(C)C)c2c(N)n(Cc3ccccc3)c(=O)[nH]c2=O)cc1C	-3	-2	1	5	-1.3	3	-12	-8	1.1
CCOC(=O)c1cccc(NC(=O)C2CCC(CNc3c(N4CCOCC4)c(=O)c3=O)CC2)c1 (centres undefined)	-8	-4	1.1	0	0.5	0	-8	-11	1.1
O=S(=O)(c1ccc(F)cc1)N1CCC(c2nc3ccccc3[nH]2)CC1	-9	-3	1.1	1	1.2	2	-6	-8	1.1
CC(=O)Oc1ccc(N(C(C)=O)S(=O)(=O)c2ccc3ccccc3c2)cc1Br	6	-6	0.94	-1	1.7	1	8	-8	0.92
CC(C)(Oc1ccc(Cl)cc1)C(=O)N1CCN(C(=O)c2ccco2)CC1	3	-1	0.97	-3	0.2	0	6	-6	0.94
CCNC(=O)COc1ccc2ccccc2c1	12	-1	0.88	1	-0.7	-4	-2	-4	1
O=S(=O)(c1ccc(Cl)c(C(F)(F)F)c1)N1CCN(CC(O)COCC2CCCO2)CC1 (centres undefined)	-10	-4	1.1	1	-0.2	-4	-5	-8	1.1
COc1ccc(CNC(=O)C2CCC(CNS(=O)(=O)c3ccc(C)cc3)CC2)cc1 (centres undefined)	-11	-2	1.1	5	0.3	1	-19	4	1.2
Cc1cc(NC(=O)COc2ccc([N+](=O)[O-])cc2)no1	-7	-1	1.1	1	-0.7	-1	-9	-7	1.1
Cc1ccc(-c2nnc(CSc3nc(C)nc4sc(C)c(C)c34)o2)cc1	-2	-3	1	x	x	0	-1	-8	1
CC(C(=O)NCC1(c2ccccc2)CCCC1)N1CCOCC1 (centres undefined)	10	1	0.9	-1	-0.8	-3	12	-6	0.88
COc1cccc(-c2nc(=S)c3c(n2Cc2ccco2)CCCC3)c1	22	-5	0.79	0	2.3	0	2	-3	0.98
O=C(CNCc1ccccn1)N1CCc2ccccc2C1	-4	2	1	-5	0.6	1	-16	10	1.2
O=C(Nc1cccc(F)c1)C1CCN(C(=O)N2CCOc3ccccc32)CC1	-14	-2	1.1	4	-0.2	-1	-8	-3	1.1
CCOC(=O)C1=C(C)NC(C)=C(C(=O)OCC)C1c1ccc(OC)cc1	-12	-3	1.1	2	0.4	-6	-29	-7	1.3
CC(=O)C1=C(O)C(=O)N(c2nccs2)C1c1ccc(F)cc1 (centres undefined)	-6	1	1.1	-1	0.3	-2	7	-2	0.93
Cc1cccc(-n2c(CCn3nc(C)c([N+](=O)[O-])c3C)n[nH]c2=S)c1	1	-3	0.99	4	-0.4	1	-4	27	1
CN(c1ccccc1)S(=O)(=O)c1cccc(C(=O)NCc2ccccc2CN2CCCC2)c1	-1	-7	1	-3	1.4	4	1	5	0.99
CC1CCN(C(=O)CSc2ccc(-c3ccc(F)cc3)nn2)CC1	4	-1	0.95	-1	-0.4	0	-2	-4	1
COc1cc(NC(=O)CN2C(=O)NC3(CCOc4ccccc43)C2=O)cc(OC)c1 (centres undefined)	-36	0	1.4	1	-0.2	-1	-3	-3	1
CCCCn1c(N)c(N(CC(C)C)C(=O)CSCc2c(C)noc2C)c(=O)[nH]c1=O	4	-4	0.95	1	-0.4	1	-8	-2	1.1
COc1ccc(OCc2cc(C(=O)N3CCN(C4CCCC4)CC3)no2)c(Cl)c1	8	1	0.92	-1	0.9	-2	5	-1	0.95
CCOCCCNCc1ccc(OC)cc1	-4	3	1	2	-1.4	2	13	-3	0.87

Entries above with a nitro group on carbon:
SMILES	mIAP block	beta cell repl	mIAP activ	NR3A LBD binder	MPTP inh	A3A deaminase	hIAP inh	APOBEC3G inh	hIAP activ
Cc1cc(NC(=O)COc2ccc([N+](=O)[O-])cc2)no1	-7	-1	1.1	1	-0.7	-1	-9	-7	1.1
Cc1cccc(-n2c(CCn3nc(C)c([N+](=O)[O-])c3C)n[nH]c2=S)c1	1	-3	0.99	4	-0.4	1	-4	27	1

(list continues)
SMILES	mIAP block	beta cell repl	mIAP activ	NR3A LBD binder	MPTP inh	A3A deaminase	hIAP inh	APOBEC3G inh	hIAP activ
O=S(=O)(c1ccc(Cl)cc1)N1CCN(Cc2ccncc2)CC1	-12	3	1.1	-1	-0.7	-2	-6	-3	1.1
CC(C)(C)OC(=O)N[C@@H](Cc1ccccc1)C(=O)N1CCC(C(=O)N[C@@H](CCC(N)=O)C(=O)O)CC1	-9	4	1.1	0	0.0	-8	-22	-3	1.2
O=C(CSc1nnc(-c2c[nH]c3ccccc23)o1)c1ccccc1	-2	-2	1	4	5.5	1	0	-1	1
O=C(O)c1cnc(-c2ccccc2)nc1Oc1ccccc1	-8	-1	1.1	0	-1.1	-2	7	-5	0.93
NNC(=O)CS(=O)(=O)c1ccc(Cl)cc1	-6	-2	1.1	0	0.4	4	-55	1	1.6
CC(C)[C@H](CO)Nc1nc(Nc2ccc(Cl)c(C(=O)O)c2)c2ncn(C(C)C)c2n1	-1	0	1	4	-2.4	-5	2	-10	0.98
CCCN(CC1CC1)c1nc(C)nc(Nc2c(Cl)cc(Cl)cc2Cl)c1Cl	-5	-8	1.1	1	0.0	-3	8	-6	0.92
COc1cccc(/C=N\NC(=O)c2sc(N)nc2C)c1OC	31	-2	0.69	-2	-1.8	3	-4	2	1
CC(=O)Nc1c(C(=O)N2CCN(c3ccccn3)CC2)cnn1-c1ccc(C)cc1	11	0	0.89	-8	0.5	0	2	-1	0.98
COc1ccc(NC(=O)CN(c2ccc(C)cc2)S(C)(=O)=O)c(OC)c1	-4	0	1	-2	15	-2	-1	-1	1
NC(=O)Cn1c(S(=O)(=O)Cc2ccccc2)nc2ccccc21	0	-2	1	0	-2.0	-2	-14	-4	1.1
Cc1oc(-c2ccccc2)nc1C(=O)OCC(=O)NC(=O)NCC(C)C	-4	1	1	-2	0.8	0	21	0	0.79
O=C(c1cccc(S(=O)(=O)NCCOc2ccccc2)c1)N1CCN(c2ncccn2)CC1	-7	-3	1.1	3	-0.9	4	13	2	0.87
Cc1ccc(CSc2nnc(C)c(=O)[nH]2)cc1	8	-1	0.92	2	-0.7	-2	-9	-3	1.1
O=C(Nc1cccc(F)c1)c1ccc(CSc2ccccc2)o1	1	-5	0.99	-17	7.7	-1	21	-4	0.79
O=C(O)C[C@H]1c2ccccc2S(=O)(=O)N1C1CCCC1	-7	3	1.1	0	1.8	-3	9	-9	0.91
Cc1ccc2c(c1)N(C(=O)CCC(=O)N1CCC(C(N)=O)CC1)CCO2	1	-1	0.99	-1	0.5	0	-2	-1	1
CCOC(=O)C1CCN(C(=O)COC(=O)c2c(C)c(CC)nc3ccccc23)CC1	8	4	0.92	0	-0.3	-4	2	-6	0.98
CCSc1nnc(NC(=O)C2CC=CCC2C(=O)O)s1 (centres undefined)	8	0	0.92	-1	-2.9	21	14	-3	0.86
O=C(c1cccc(F)c1)N(Cc1nc2ccccc2c(=O)[nH]1)C1CCCC1	-1	-1	1	-1	-0.1	-3	-7	-3	1.1
COc1ccc(-c2nc(CS(=O)(=O)CC(=O)Nc3ccc(Cl)cc3)c(C)o2)cc1	-16	-5	1.2	-2	1.2	-4	6	-15	0.94
Cc1ccc(CN2CCC(CO)(CC3CCCCO3)CC2)o1 (centres undefined)	-2	0	1	1	-0.9	1	-17	-7	1.2
CC(=O)c1csc(Nc2ccccc2Cl)n1	-13	2	1.1	-1	2.1	-1	-8	-3	1.1
CN(Cc1ccccc1)C(=O)COC(=O)c1cc(=O)c2ccccc2o1	9	-2	0.91	-2	0.1	-2	-5	-8	1
Cc1ccc(S(=O)(=O)N2CCN(C(=O)c3cc(S(=O)(=O)N(C)C)ccc3N3CCCC3)CC2)cc1	-6	-1	1.1	1	-0.9	8	1	-4	0.99

The list goes on, starting with the last 2 of the part before.
SMILES	mIAP block	beta cell repl	mIAP activ	NR3A LBD binder	MPTP inh	A3A deaminase	hIAP inh	APOBEC3G inh	hIAP activ
CN(Cc1ccccc1)C(=O)COC(=O)c1cc(=O)c2ccccc2o1	9	-2	0.91	-2	0.1	-2	-5	-8	1
Cc1ccc(S(=O)(=O)N2CCN(C(=O)c3cc(S(=O)(=O)N(C)C)ccc3N3CCCC3)CC2)cc1	-6	-1	1.1	1	-0.9	8	1	-4	0.99
O=C1CC(N2CCC(C(=O)N3CCCCC3)CC2)C(=O)N1 (centres undefined)	-5	1	1.1	-6	0.0	-2	-3	-7	1
CCNc1ccc(S(=O)(=O)N(C)C)cc1NCC(=O)Nc1ccccc1F	2	0	0.98	-4	15	-5	-3	-7	1
O=C(N/C(=C/c1ccccc1Cl)C(=O)N1CCCCC1)c1ccco1	-4	0	1	0	0.5	0	-18	-4	1.2
Cc1c(Cc2ccccc2)sc(NC(=O)Cc2ccccc2)c1C(N)=O	16	0	0.84	-2	-3.2	-3	13	6	0.87
COc1ccccc1-n1c(SCC(=O)N2CCCC2)nc2cccnc21	1	2	0.99	2	-0.3	-2	4	-1	0.96
N#Cc1nc(-c2ccccc2Cl)oc1N1CCN(C(=O)c2ccco2)CC1	3	6	0.97	6	-0.1	-2	-10	-7	1.1
CCOc1ccc(CCNC(=O)Nc2ccccc2)cc1OCC	-9	-2	1.1	2	-0.7	5	-19	-4	1.2
CNCc1c(OCc2ccccc2F)ccc2ccccc12	-6	-4	1.1	-1	11	0	-8	-8	1.1
CCS(=O)(=O)Nc1ccc2c(c1)N(C(C)=O)c1ccccc1CC2	-2	-1	1	-2	4.0	-3	-18	-6	1.2
O=C(O)c1ccc(Cl)c(S(=O)(=O)Nc2cccc(C(=O)Nc3cccc(C(F)(F)F)c3)c2)c1	2	0	0.98	6	3.7	0	11	-5	0.89
CCOC(=O)CN=C/C(C(=O)Nc1nccs1)=C(/C)O	4	2	0.96	0	-1.2	-2	-4	-9	1
COc1ccc(CNc2nc3nc(-c4ccccc4)cc(=O)n3[nH]2)cc1OC	4	0	0.96	3	-3.3	-1	-14	-5	1.1
O=C(c1cc(COc2cccc3cnccc23)on1)N1CCC(c2ccccc2Cl)C1 (centres undefined)	8	-7	0.92	-8	18	-7	-4	-7	1
FC(F)(F)c1nnc(-c2ccccc2)nc1Sc1ccccc1	9	-4	0.91	-13	1.3	-3	-7	2	1.1
CCN1CCN(c2oc(-c3ccccc3)nc2S(=O)(=O)c2ccc(C)cc2)CC1	6	-4	0.94	-1	5.5	0	0	-2	1
CCOC(=O)c1sc(NC(=O)CSc2nc(-c3ccco3)cc(C(F)(F)F)n2)c(C#N)c1C	8	-4	0.92	1	84*	0	4	-2	0.96
Cc1nnc(N/N=C/c2ccc(O)c([N+](=O)[O-])c2)[nH]c1=O	4	-3	0.96	2	0.2	2	8	-2	0.92
COc1cccc(/C=C/C(=O)Nc2ccc3nc4n(c(=O)c3c2)CCCC4)c1OC	-2	-2	1	2	-1.6	0	5	-3	0.95
CN(CC(=O)Nc1ccc(F)cc1)C(=O)COC(=O)CNC(=O)c1ccc(Cl)cc1Cl	0	1	0.99	7	0.7	0	2	-9	0.98
CCC(C)NC(=O)CCCCCn1c(=O)[nH]c2cc(OC)c(OC)cc2c1=O (centres undefined)	-7	-4	1.1	1	0.6	-1	-2	-6	1

Compounds were not picked by outcome (roughly 5% active in at least one column).
